Bioassay records from PubChem.
FBW7 act = FBW7 E3 ligase activators, primary screen, biochemical, AlphaScreen, human; AlphaScreen FBW7–phospho-cyclin E peptide binding, activator screen; normalized activity (activation), % at 26.1 µM; actives 0.13% (n = 650,000); AID 1259310, 2017; in the data active = normalized activity above about 1.9%;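 note: purified mutant Fbw7 with reduced substrate affinity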
GPR151 ag = activators of human GPR151, primary screen, cell-based, PathHunter beta-arrestin, luminescence | G-protein coupled receptor 151 (Homo sapiens), Q8TDV0 | AID 1508602, 2020 | PathHunter beta-arrestin GPR151 cells | actives 1% (n = 650,000) | activation, % at 11.2 µM; in the data active = activation above about 4.9%;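 note: 0% = median of compound wells and 100% = cells with positive control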
Target sequence (Q8TDV0 whole entry, looked up): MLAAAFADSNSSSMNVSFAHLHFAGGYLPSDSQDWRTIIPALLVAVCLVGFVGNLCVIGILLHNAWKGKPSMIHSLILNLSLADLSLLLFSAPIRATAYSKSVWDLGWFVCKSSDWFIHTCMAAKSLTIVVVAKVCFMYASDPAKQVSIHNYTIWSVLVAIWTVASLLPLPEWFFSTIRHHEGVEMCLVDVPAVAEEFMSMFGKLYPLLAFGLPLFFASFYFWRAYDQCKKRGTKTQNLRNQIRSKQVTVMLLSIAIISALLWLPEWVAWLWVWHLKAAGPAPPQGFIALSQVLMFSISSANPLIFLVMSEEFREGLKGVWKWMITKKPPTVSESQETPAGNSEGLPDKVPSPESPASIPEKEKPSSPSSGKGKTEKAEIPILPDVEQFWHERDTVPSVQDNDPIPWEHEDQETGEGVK
MITF primary = MITF inhibitors, primary screen, biochemical, AlphaScreen, human; Microphthalmia-associated transcription factor (Homo sapiens), O75030; inhibition, % at 2.6 µM; actives 0.91% (n = 650,000); AID 1259374, 2018; AlphaScreen MITF homodimerization, bead proximity signal; in the data active = inhibition above about 50%;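 note: 0% = vehicle wells with protein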
Target sequence (O75030 whole entry, looked up): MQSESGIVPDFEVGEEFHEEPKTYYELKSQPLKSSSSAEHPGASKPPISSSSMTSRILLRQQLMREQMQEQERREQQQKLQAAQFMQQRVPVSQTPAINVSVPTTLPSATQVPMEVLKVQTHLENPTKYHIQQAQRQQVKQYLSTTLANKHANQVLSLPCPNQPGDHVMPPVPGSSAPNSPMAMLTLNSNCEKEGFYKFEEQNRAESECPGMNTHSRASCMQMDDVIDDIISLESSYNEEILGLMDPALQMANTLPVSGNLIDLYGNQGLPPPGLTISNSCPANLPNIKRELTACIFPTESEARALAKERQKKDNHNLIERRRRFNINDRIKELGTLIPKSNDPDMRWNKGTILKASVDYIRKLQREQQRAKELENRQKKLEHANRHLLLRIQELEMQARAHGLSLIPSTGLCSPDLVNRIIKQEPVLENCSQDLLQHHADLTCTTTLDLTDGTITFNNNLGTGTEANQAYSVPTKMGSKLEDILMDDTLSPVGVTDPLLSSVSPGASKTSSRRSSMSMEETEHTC
TEAD-YAP block = TEAD-YAP interaction inhibition, primary screen, TEAD-YAP interaction inhibitor project, luminescence, HEK-TIYL cells; TEAD-Gal4/YAP UAS-luciferase luminescence; inhibition, % at 9.12 µM; actives 1.4% (n = 640,000); AID 1259422, 2018; in the data active = inhibition above about 32%;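 note: 0% = median of test compound wells and 100% = reference inhibitor wells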
* marks the source's active call; other numbers are inactive results.

Values run as follows: TEAD-YAP block, MITF primary, GPR151 ag, FBW7 act
> C=CCNC(=O)N1CCC(CO)(Cc2ccc(OC)cc2)CC1
    2.7, -8.9, 1.8, -0.1
> O=C(CSc1nnc(-c2cccc([N+](=O)[O-])c2)o1)c1ccc2c(c1)OCCO2
    2.9, -0.2, 2.3, -0.1
> Cc1noc(C)c1S(=O)(=O)Nc1ccc(C(=O)NCc2ccccc2)cc1
    -0.6, -0.5, 0.1, 0.1
> Brc1nsc2nc(-c3ccccc3)cc(-c3ccccc3)c12
    5.6, 3.4, -0.6, 0.0
> COc1ccc(C2OC(=O)c3ccccc3N2C(=O)c2cc3cc(Br)ccc3o2)cc1 (stereo not drawn)
    2.7, 10.5, 2.1, 0.0
> Cc1ccc(C)c(OCC(=O)O/N=C(\N)c2ccc(Cl)cc2)c1
    -6.1, 14.0, -0.7, 0.0
> COc1ccc(NC(=O)COc2ccc(S(=O)(=O)NC(C)C)cc2)cc1Cl
    3.8, -2.5, 0.0, 0.0
> CN(C)CCNc1nc(-c2ccccc2)c2c(c1C#N)CC(C)(C)OC2
    -14.4, -1.5, 2.8, 0.0
> COc1ccc(NC(=O)CC2C(=O)N(c3ccccc3)C(=S)N2Cc2ccncc2)cc1 (stereo not drawn)
    4.2, 14.1, -1.6, 0.0
> COC(=O)Cn1ncc2c3ccccc3n(Cc3ccccc3)c2c1=O
    9.8, 5.0, 0.7, 0.0
> O=C1N=C(N2CCCC2)S/C1=C\c1ccc(Br)cc1
    -6.7, 3.0, 1.3, -0.1
> COc1ccc2c(c1)CN(Cc1ccc(F)cc1)CO2
    2.8, -32.6, 0.0, -0.2
> CCCNC(=O)Cn1cnc2sc(C(=O)Nc3cc(OC)ccc3OC)c(C)c2c1=O
    3.0, 5.0, -1.0, 0.0
> O=C(NCc1cccc(C(F)(F)F)c1)c1ccnc(Cl)c1
    -5.2, 12.3, -1.3, 0.5
> CC(=O)c1ccc(N/C(=N\S(=O)(=O)c2ccccc2)c2ccc(Cl)cc2)cc1
    -42.7, 6.5, -0.3, -0.2
> CCOCCOC(=O)C1=C(C)NC2=C(C(=O)CC(c3cccs3)C2)C1c1cc(OC)c(O)c([N+](=O)[O-])c1 (stereo not drawn)
    10.5, -9.4, -0.9, -0.2
> CCOC(=O)c1ccc2nc(C)c3c(c2c1)OC(C(C)(Cl)Br)C3 (stereo not drawn)
    2.9, 1.6, 1.0, -0.2
> CCOC(=O)c1ccc(NC(=O)CSc2nc(NCc3ccccc3)c3ccccc3n2)cc1
    8.8, 7.3, -0.4, 0.3
> O=C1CCC/C(=N/NC(=O)c2ccc3c(c2)OCO3)C1
    -11.3, -7.0, 1.3, 0.0
> COc1ccccc1C(=O)N(Cc1ccco1)Cc1cc2cc3c(cc2[nH]c1=O)OCO3
    4.8, 14.6, -1.0, 0.0
> Cc1ccccc1OCC(=O)Nc1ccc(NC(=O)c2ccco2)c(Cl)c1
    -15.7, 9.9, -1.6, 0.0
> O=C1C2=C(CCCC2)C(=O)N1c1ccc(O)cc1F
    2.3, -1.1, 0.2, -0.1
> O=C(NCc1ccc2c(c1)OCO2)c1c(F)cccc1Cl
    9.1, -5.4, 0.5, 0.0
> COc1ccc(S(=O)(=O)NCc2ccc(Cl)cc2Cl)cc1OC
    10.1, -0.4, 1.6, 0.1
> CCOC(=O)c1cnc2cc(C(F)(F)F)ccc2c1Nc1ccc(C)cc1Br
    -0.6, -18.6, 4.9, -0.1
> CCN1C(=O)/C(=C/c2cn(CC(=O)N3CCCC3)c3ccccc23)C(=O)NC1=S
    -6.4, -4.8, 2.6, -0.4
> CCc1nnc(NC(=O)CSc2nc(N)cc(=O)[nH]2)s1
    0.8, 2.9, 2.6, 0.2
> O=C(CSc1n[nH]c(=O)[nH]c1=O)N/N=C/c1ccc(Br)cc1
    4.4, 2.2, 0.6, 0.0
> CC1(C)CC(C(CCN)c2ccccc2)CCO1 (stereo not drawn)
    -3.2, 9.2, 0.8, 1.1
> CC1(C)Nc2ccccc2-c2nc3ccccc3n21
    -0.1, -3.5, -6.8, 0.8
> CCOC(=O)c1c(NC(=O)C(C)Sc2nnc(CNC(=O)c3cccs3)n2CCc2ccccc2)sc2c1CCC2 (stereo not drawn)
    -9.7, -8.3, -1.6, 0.2
> CCOc1cccc2cc(-c3cc(=O)oc4cc(OC)ccc34)c(=O)oc12
    3.1, -3.9, 0.0, -0.2
> CCN(CC)CCCNC(=O)/C=C/c1ccc([N+](=O)[O-])cc1
    -3.9, 10.8, -1.3, -0.2
> CC(C)c1ccc(/C=C/C(=O)Nc2nn[nH]n2)cc1
    -21.1, 51.8*, 0.7, 0.9
> Cc1cnc(Nc2ccc(C(F)(F)F)cc2)nc1NCCN(C(C)C)C(C)C
    1.9, 0.3, -0.9, 0.3
> CN(C)S(=O)(=O)c1ccc2oc3nnc(SCc4cccc(Cl)c4)n3c2c1
    1.5, 6.1, -1.4, 0.1
> Cc1cc(NC2CC2)nc(N2CCN(c3ccccn3)CC2)n1
    -11.3, 5.9, 1.9, 0.0
> Fc1cccc(-c2cnn3c(NCc4ccco4)ccnc23)c1
    -55.6, 18.2, -1.8, 1.2
> Cc1cccc(Nc2c3c(nc4ncnn24)CCC3)c1
    -6.2, 19.8, -0.5, -0.1
> Cn1cc(CN2CCOc3ccc(CN4CCCC(C(N)=O)C4)cc3C2)cn1 (stereo not drawn)
    -6.1, 4.0, 1.0, -0.1
> CCOC(=O)c1c(NC(=O)CSc2nnc(CNC(=O)c3ccccc3F)n2-c2ccc(OCC)cc2)sc2c1CCC2
    1.0, 8.4, 1.2, 0.1
> CNC(=O)C1CC(=O)N/C(=N\N=C(/C)c2ccc(Cl)cc2)S1 (stereo not drawn)
    -12.0, 13.4, 0.0, 0.6
> CCCNc1nc(N(CC)CC)nc(N2CCC(N3CCOCC3)CC2)n1
    18.5, 21.0, -2.4, 0.1
> CCOC(=O)C1=C(C)OC(N)=C(C#N)C1c1ccccc1F (stereo not drawn)
    6.2, 0.5, -0.5, -0.1
> CCC(C)(C)NC(=O)CN(Cc1ccc(F)cc1)C(=O)CCC(=O)Nc1nccs1
    4.1, 10.9, 0.2, 0.2
> CC(=O)CC(=O)Nc1cc(C)ccc1C
    11.4, 11.5, -0.2, 0.0
> O=S(=O)(Cc1cccc(C(F)(F)F)c1)N1CCCCC1
    8.4, -0.2, 3.5, -0.1
> COc1ccc(CN2CCc3nnc(C(C)NC(=O)C4CC4)n3CC2)c(OC)c1C (stereo not drawn)
    2.7, 14.0, -1.0, 0.0
> CCS(=O)(=O)N1CCCc2cc(NC(=O)NC(c3ccccc3)c3ccccc3)ccc21
    -10.3, 15.7, -0.7, 0.1
> O=C(COC(=O)C(Cc1ccccc1)N1C(=O)C2C3C=CC(C3)C2C1=O)c1ccc([N+](=O)[O-])cc1 (stereo not drawn)
    8.1, 0.5, 0.4, 0.2
> C=CCS(=O)(=O)c1ccc([N+](=O)[O-])cc1
    1.8, -6.1, 0.0, 0.6
> CNC(=O)c1c(O)c2ccccc2[nH]c1=O
    -18.0, 5.1, 0.6, 0.0
> Cc1ccc(OCc2nc(-c3ccncc3)no2)c(Br)c1
    -17.0, 3.4, -0.4, 0.0
> Cc1nnc(N/N=C/c2ccc(Br)cc2)[nH]c1=O
    5.8, 8.8, 0.8, 0.9
> O=C(NC1CC1)C1CCN(C2CCN(C(=O)C3COc4ccccc4C3)CC2)CC1 (stereo not drawn)
    7.6, -7.1, 0.3, -0.1
> Cc1cc(C)cc(C(=O)Nc2nnc(C)s2)c1
    0.9, 9.8, 1.0, -0.2
> CC(=O)c1ccc(N2CCN(CC(=O)Nc3ccc4c(c3)CCC4)CC2)cc1
    -0.3, -3.6, -1.0, -0.2
> CCOC(=O)c1ccc(N2C(=O)c3cccc4c([N+](=O)[O-])ccc(c34)C2=O)cc1
    10.3, 5.4, -0.5, 0.0
> Nc1nonc1C(=O)OCC(=O)c1ccc([N+](=O)[O-])cc1
    -7.7, 22.2, 1.0, -0.1
> O=C(c1nn2c(c1Br)NC(c1ccco1)CC2C(F)(F)F)N1CCN(C(c2ccccc2)c2ccccc2)CC1 (stereo not drawn)
    -7.6, -1.6, -1.6, -0.1

(next part)
Values run as follows: TEAD-YAP block, MITF primary, GPR151 ag, FBW7 act
> COC(=O)Oc1cc2oc(=O)sc2cc1Br
    18.3, 2.7, -1.3, -0.1
> Cc1noc(C)c1-c1nccc(Nc2ccccc2)n1
    -2.9, -7.5, -0.7, 0.1
> CSc1ccc(N2C(=O)C=CC2=O)cc1
    5.0, 4.2, 1.3, 0.2
> CCc1ccc(C2CC(c3ccc(F)cc3)n3ncnc3N2)cc1 (stereo not drawn)
    -5.2, 6.8, -0.5, 0.0
> CCc1cc2cc3c(cc2n2c(=O)n(Cc4ccncc4)nc12)OCO3
    -23.1, 4.2, 0.3, -0.2
> CCOC(=O)c1cnc2c(OC)cccc2c1Nc1ccc(OC)c(Cl)c1
    16.3, -3.8, -0.8, -0.1
> O=C(Nc1nnc(-c2ccc3c(c2)OCCO3)o1)c1ccc(F)cc1
    -7.6, -5.4, 1.9, -0.1
> COc1ccc(C(=O)CSc2n[nH]c(C)n2)cc1C
    -10.7, 12.1, -0.2, 0.0
> COCCNc1oc2c(c1-c1cccc(OC)c1)c(=O)oc1ccccc12
    0.2, 5.7, 1.3, 0.0
> O=C(Cc1ccccc1[N+](=O)[O-])N1CCc2ccccc21
    -6.6, 16.3, -2.4, 0.2
> Cc1nc2cc(C(=O)N3CCCC(N4CCOCC4)C3)ccc2n1-c1ccccc1 (stereo not drawn)
    -5.0, -10.4, 10.9*, 0.2
> CCN(CC)C(=O)CSc1nnc(COc2ccc(Cl)cc2)n1C
    1.4, 0.6, 0.3, -0.1
> CN1C(=O)c2cccc3c(S(=O)(=O)Nc4cccc(Br)c4)ccc1c23
    6.2, -7.5, -1.3, 0.1
> COc1ccc(OC)c(/C=C(\C#N)c2nn(-c3ccccc3)c(N)c2C#N)c1
    -13.6, -6.0, 0.6, 0.2
> CN(c1ccc(C(=O)NC2CC2)cc1)S(=O)(=O)c1ccccc1
    -8.1, -11.5, -0.5, -0.1
> COc1ccc(Cn2c(=S)[nH]c3cc(C(=O)NC4CCCC(C)C4C)ccc3c2=O)cc1 (stereo not drawn)
    5.0, 16.6, -1.3, 0.0
> CC(OC(=O)c1cccc([N+](=O)[O-])c1)C(=O)c1ccccc1 (stereo not drawn)
    10.1, -10.0, 0.1, -0.1
> O=C(Cn1c(=O)n(-c2ccc(F)cc2)c(=O)c2oc3ccccc3c21)N1CCCCCC1
    9.3, -2.0, 0.1, -0.3
> O=C(Cn1c(=O)oc2cc(S(=O)(=O)N3CCCC3)ccc21)N1CCCc2ccccc21
    11.8, 3.8, -0.9, -0.1
> O=S(=O)(NCCO)c1cc(Cl)ccc1Cl
    4.7, 8.2, 1.4, 0.8

A different layout for 6 compounds above.
Structure | TEAD-YAP block | MITF primary | GPR151 ag | FBW7 act
COCCNc1oc2c(c1-c1cccc(OC)c1)c(=O)oc1ccccc12 | 0.2 | 5.7 | 1.3 | 0.0
O=C(Cc1ccccc1[N+](=O)[O-])N1CCc2ccccc21 | -6.6 | 16.3 | -2.4 | 0.2
Cc1nc2cc(C(=O)N3CCCC(N4CCOCC4)C3)ccc2n1-c1ccccc1 (stereo not drawn) | -5.0 | -10.4 | 10.9* | 0.2
CCN(CC)C(=O)CSc1nnc(COc2ccc(Cl)cc2)n1C | 1.4 | 0.6 | 0.3 | -0.1
CN1C(=O)c2cccc3c(S(=O)(=O)Nc4cccc(Br)c4)ccc1c23 | 6.2 | -7.5 | -1.3 | 0.1
COc1ccc(OC)c(/C=C(\C#N)c2nn(-c3ccccc3)c(N)c2C#N)c1 | -13.6 | -6.0 | 0.6 | 0.2

Other entries.
Values run as follows: TEAD-YAP block, MITF primary, GPR151 ag, FBW7 act
> CCOC(=O)C1(Cc2cccc(Cl)c2)CCCN(C(=O)CCN2CCCC2=O)C1 (stereo not drawn)
    -14.5, 0.9, -0.8, 0.1
> CCOC(=O)C1CCCN(Cc2ccc(O)cc2)C1 (stereo not drawn)
    -6.1, 18.9, -0.5, 0.0
> CCNc1nc(NCC)n2c(SCC(=O)Nc3ccccc3Cl)nnc2n1
    1.3, -3.7, 0.7, 0.0
> CCCc1nnc(SCC(=O)Nc2nc3ccccc3s2)n1C
    4.4, 1.6, -0.7, -0.1
> O=C1N[C@@H](CO)C(=O)N2C[C@@H](NCc3nc(-c4ccc(F)cc4)cs3)C[C@@H]12
    4.4, -3.2, -0.9, 0.1
> O=C(NCCCN1CCC(Cc2ccccc2)CC1)C1CC(=O)N(C2CCCCCC2)C1 (stereo not drawn)
    -1.9, 7.4, -0.5, 0.1
